Rad51 HR inh = Rad51 (human) homologous recombination inhibition. hRad51 DNA strand exchange, fluorescence dequenching. inhibition, % at 10 µM. Q06609. actives 0.085% (n = 200,000);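 active means inhibition above 40% at the single screening dose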;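 further: 0% = DMSO control wells and 100% = blanks with heterologous ssDNA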
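Material: Human Rad51 nucleoprotein filaments preassembled on unlabelled ssDNA | Also added: Labelled 47-mer dsDNA for strand exchange | Dosing: Single dose, 10 µM final compound | Schedule: 30-min compound preincubation and 15-min exchange, both room temperature | Technique: Fluorescence dequenching at 485/520 nm | Measure: Percent inhibition relative to plate controls and blanks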
PERK inh = inhibitors of human PERK kinase. CHO PERK-DD fusion, SEAP luminescence translation reporter. inhibition, % at 5.6 µM. actives 0.17% (n = 220,000). AID 1416;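 active means inhibition above the mean inhibition of all tested compounds plus 3 SD, set separately per screening campaign, cut at about 2.9% in these data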;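 further: PERK kinase domain activated by AP20187 dimerizer at 100 nM; 0% = DMSO with dimerizer and 100% = rapamycin at 8.4 µM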
Cl transport mod = modulates chloride dependent transport by human KCC2; Q9H2X9; KCC2 cells, thallium flux FluoZin-2 fluorescence; B-score of Tl+ flux slope (higher = more flux/activation; lower = inhibition) at 10 µM; actives 2.2% (n = 190,000);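 active means thallium flux slope and its plate-corrected score both differing from the plate sample mean at a set confidence after two filtering rounds, in either direction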;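 further: slope of fluorescence scaled to starting intensity during 10 to 20 s after thallium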
Target sequence (Q9H2X9 whole entry, looked up): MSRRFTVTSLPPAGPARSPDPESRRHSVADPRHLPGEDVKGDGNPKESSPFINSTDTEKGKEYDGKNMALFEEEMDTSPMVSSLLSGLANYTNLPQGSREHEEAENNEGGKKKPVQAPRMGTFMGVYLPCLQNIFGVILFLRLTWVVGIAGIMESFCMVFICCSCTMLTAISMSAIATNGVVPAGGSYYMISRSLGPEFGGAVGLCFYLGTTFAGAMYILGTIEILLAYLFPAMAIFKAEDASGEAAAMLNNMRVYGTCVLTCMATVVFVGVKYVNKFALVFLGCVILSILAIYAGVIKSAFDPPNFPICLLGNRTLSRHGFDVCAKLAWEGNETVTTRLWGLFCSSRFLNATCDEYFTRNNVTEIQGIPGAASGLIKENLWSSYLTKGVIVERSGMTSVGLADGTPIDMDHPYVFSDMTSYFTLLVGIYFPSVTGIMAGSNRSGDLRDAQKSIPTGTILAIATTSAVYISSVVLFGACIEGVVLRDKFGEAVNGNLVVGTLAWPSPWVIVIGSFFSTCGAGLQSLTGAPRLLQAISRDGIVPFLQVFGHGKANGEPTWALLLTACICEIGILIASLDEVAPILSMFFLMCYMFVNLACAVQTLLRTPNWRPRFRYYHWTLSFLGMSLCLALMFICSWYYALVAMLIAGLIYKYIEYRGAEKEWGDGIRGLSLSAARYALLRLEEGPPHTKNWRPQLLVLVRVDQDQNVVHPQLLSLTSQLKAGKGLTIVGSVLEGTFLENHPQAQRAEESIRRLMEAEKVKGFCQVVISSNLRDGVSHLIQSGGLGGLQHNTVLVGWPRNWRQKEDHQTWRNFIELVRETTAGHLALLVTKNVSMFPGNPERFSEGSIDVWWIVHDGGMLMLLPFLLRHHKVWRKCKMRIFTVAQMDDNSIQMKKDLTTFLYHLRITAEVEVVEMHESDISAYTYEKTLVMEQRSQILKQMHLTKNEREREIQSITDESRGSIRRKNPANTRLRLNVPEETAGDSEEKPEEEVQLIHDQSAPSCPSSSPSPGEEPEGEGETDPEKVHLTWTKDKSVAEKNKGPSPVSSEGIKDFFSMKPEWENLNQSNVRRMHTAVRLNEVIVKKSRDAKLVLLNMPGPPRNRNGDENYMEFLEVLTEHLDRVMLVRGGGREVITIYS
Thrombin inh = blocks human thrombin protease activity; P00734; alpha-thrombin, Boc-VPR-AMC fluorogenic substrate cleavage; inhibition, % at 5 µM; actives 0.26% (n = 220,000);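 active means inhibition at or above 40%; inactive means inhibition below 40%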;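 further: 0% = enzyme with no compound and 100% = wells without enzyme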
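System: human alpha-thrombin protein; Compound dosing: one concentration per compound, 5 µM, with 0.2% DMSO; Timing: reaction at room temperature; Technique: AMC fluorescence, 355/460 nm; Controls: enzyme without compound as high, wells lacking enzyme as low.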
m-calpain inh = blocks pig calpain II enzyme activity. inhibition, % at 16 µM. AID 1236. purified calpain II, fluorogenic peptide substrate, 30 min. actives 0.37% (n = 220,000);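 active means inhibition above about 50%, limit read from the data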
FXIa inh = factor XIa (human) inhibition; P03951; purified FXIa, Boc-Glu-Ala-Arg-AMC fluorogenic substrate; inhibition, % at 5 µM; actives 0.14% (n = 220,000);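 active means inhibition of at least 40%; inactive means inhibition below 40%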;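 further: fluorescence of freed AMC excited at 355 nm; 0% = enzyme without compound and 100% = no enzyme blank; many of its hits are not listed in these tables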
KLK5 inh = kallikrein 5 (human) inhibition; Q9Y337; recombinant hK5, fluorogenic AMC substrate cleavage; inhibition, % at 5 µM; actives 0.59% (n = 210,000);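 active means inhibition of 40% or more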;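 further: 0% = enzyme controls without compound and 100% = no-enzyme blanks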
FXIIa inh 1536 = factor XIIa (human) inhibition. actives 0.3% (n = 220,000). P00748. AID 800. purified FXIIa, Boc-QGR-AMC fluorogenic substrate, 2 h. inhibition, % at 5 µM; in the data active means inhibition above about 40%;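 further: 0% = enzyme with no compound and 100% = blank without enzyme; many of its hits are not listed in these tables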
Furin inh = human furin inhibition; actives 0.061% (n = 220,000); AID 463115; inhibition, % at 30 µM; purified furin, fluorogenic substrate cleavage; P09958; in the data active means inhibition above about 25%; further: inactives centre near -15
Starred values were filed as active, the others as inactive; i = inactive; nt = no result given; [ ] = remark or other dose. The list is partial, so the mix of outcomes need not match the whole.

mol | Rad51 HR inh | FXIa inh | PERK inh | Cl transport mod | FXIIa inh 1536 | Thrombin inh | Furin inh | m-calpain inh | KLK5 inh
O=C1CC2(CCCC2)CC(=O)N1CCCCN1CCN(c2ncccn2)CC1 | -1.1 | 11.6 | -1.4 | 0.0146 | 10.1 | 1.3 | -16.9 | 29.2 | -12.2
Cc1nc(COc2ccccc2Cl)sc1-c1ccnc(N)n1 | nt | -2.2 | 0.7 | -1.23 | 6.9 | -7.4 | -17.4 | -33.5 | -0.4
c1ccc(Cn2c(-c3cccs3)nc3nc4ccccc4nc32)cc1 | -2.5 | -18.1 | 0.7 | nt | -22.4 | -12.1 | -33.5 | -267.6 | -147.0
CCOC(=O)c1sc(NC(=O)CSC(=S)N2CCN(C)CC2)nc1C | -17.2 | 44.3* | -1.9 | 0.348 | 32.8 | 14.1 | 0.2 | 19.6 | 36.6
Cc1cc(Nc2ccc(C)c(Cl)c2)nc(N2CCOCC2)n1 | 4.2 | -2.9 | -1.2 | -0.698 | 4.8 | -2.7 | -6.5 | -22.9 | -2.2
O=[N+]([O-])c1ccc(NCCCN2CCOCC2)c([N+](=O)[O-])c1 | 0.8 | -4.2 | 0.8 | -0.0457 | 0.2 | -7.6 | -15.9 | -4.6 | -0.7
CCCC(C)NC(=O)c1ccc(C2SCC(=O)N2Cc2ccco2)cc1 (stereo unspecified) | -0.8 | -0.8 | -0.6 | 0.355 | 10.4 | 2.1 | -8.8[20 µM] | -38.9 | -9.8
CN(C)C(=O)/C(=C/c1cn(-c2ccccc2)nc1-c1cccc([N+](=O)[O-])c1)NC(=O)c1ccccc1 | -1.7 | -5.0 | 0.3 | -0.595 | 4.3 | 10.5 | -16.7 | -13.6 | -8.1
O=C(CCn1nc(-c2ccc(Cl)cc2)c2ccccc2c1=O)NN1CCOCC1 | 8.5 | 1.6 | 0.5 | -0.974 | 8.1 | 4.2 | -7.7 | -5.3 | 0.1
COC(=O)c1cc(NC(=O)c2cc(-c3ccccc3Cl)oc2C(F)(F)F)ccc1N1CCOCC1 | 8.8 | 4.6 | -1.9 | -1.51 | 10.2 | 2.1 | -12.1 | -55.1 | 6.4
C/C(=N\NC(=O)c1c(Br)c(C)nn1C)c1cccc(NC(=O)c2ccccc2F)c1 | 11.9 | 3.7 | 0.5 | -1.65 | 8.0 | -2.1 | -21.3 | 1.5 | -14.0
Cn1c(CSc2nc3ccccc3s2)nnc1SCC(=O)NCc1ccccn1 | -5.8 | 4.3 | -0.1 | -3.98* | 12.4 | 5.3 | -14.1[20 µM] | -7.8 | -8.9

Remaining list, next part
mol | Rad51 HR inh | FXIa inh | PERK inh | Cl transport mod | FXIIa inh 1536 | Thrombin inh | Furin inh | m-calpain inh | KLK5 inh
Cc1ccc(S(=O)(=O)N(C)c2ccc(OCC(=O)NCc3ccco3)cc2)cc1 | -9.1 | -3.1 | -0.1 | nt | 6.7 | -4.7 | -21.8[20 µM] | -1.1 | -20.7
Cc1sc2c(=O)n3c(nc2c1C(=O)NC1CCCCC1)CCCCC3 | 10.8 | -10.9 | -0.2 | -2.55 | -3.7 | 5.1 | -11.4[20 µM] | 22.0 | 1.9
Cc1ccc(/C=C2/SC(=S)N(CCC(=O)N3CCN(c4ccccc4)CC3)C2=O)cc1 | nt | 4.7 | 1.3 | nt | 16.2 | 0.1 | -15.5[20 µM] | 14.1 | -2.0
COC(=O)c1sc(S(=O)(=O)NCCCN(C)C)c(C(=O)OC)c1C | -2.8 | -4.4 | 0.1 | 0.123 | -1.8 | 6.5 | -10.9 | 13.6 | -20.1
O=C(NNC1CC(=O)N(c2ccc(Br)cc2)C1=O)c1cccs1 (stereo unspecified) | -172.2 | 3.8 | 0.3 | -0.104 | 16.4 | 4.5 | -24.1 | -6.0 | 7.4
CCC(C)NC(=O)CS(=O)(=O)Cc1nc(-c2cccc(OC)c2)oc1C (stereo unspecified) | -1.0 | 0.9 | 0.6 | 0.456 | 11.5 | -5.4 | -3.2 | -15.5 | -10.8
CCC(C(=O)NC1CCCCC1)n1c(SCc2cccc(C)c2)nc2ccncc21 (stereo unspecified) | 7.3 | 9.9 | -1.4 | -0.336 | 19.1 | 2.2 | -7.4 | 4.3 | -10.6
Cc1ccc(-n2cc(-c3ccccc3)c3c(NN4CCOCC4)ncnc32)cc1 | -2.0 | 5.5 | -0.8 | 1.19 | 11.1 | -8.2 | -10.5 | 5.7 | -14.6
C=CCNc1ncnc2c1[nH]c1ccccc12 | 4.5 | 1.0 | -0.7 | 0.226 | 13.2 | 7.1 | -5.1 | -76.7 | -1.6
COc1ccc(CCNC(=O)C2CCC(=O)N2CCc2ccccc2)cc1OC (stereo unspecified) | -3.7 | -5.0 | -0.2 | 0.472 | 5.6 | 4.8 | -16.1 | 6.8 | -1.8
Cc1ccc(-c2csc(NC(=O)Cn3cnc4c3c(=O)n(C)c(=O)n4C)n2)cc1C | -10.3 | -0.8 | 1.8 | 0.5 | 11.0 | -2.6 | -11.2[20 µM] | -9.9 | 4.4
CCN(CC)Cc1nc2c(c(=O)[nH]1)C1(CCCC1)Cc1ccccc1-2 | 9.1 | 6.5 | 0.3 | -0.444 | 18.9 | 0.4 | -16.9[20 µM] | -17.7 | 9.3

(continued)
mol | Rad51 HR inh | FXIa inh | PERK inh | Cl transport mod | FXIIa inh 1536 | Thrombin inh | Furin inh | m-calpain inh | KLK5 inh
CCOc1ccc(C2=C(C=Nc3c(C)n(C)n(-c4ccccc4)c3=O)C(c3ccc(F)cc3)c3ccccc3O2)cc1 (stereo unspecified) | 11.8 | -2.4 | 0.1 | 0.128 | 12.6 | -2.2 | -3.3[20 µM] | -129.6 | -7.1
C=CCOC(=O)C1=C(C)NC(SC)=C(C#N)C1c1ccc(OCC)cc1 (stereo unspecified) | -4.4 | 0.9 | 0.0 | 0.0406 | -8.4 | 1.8 | -19.6 | 29.8 | -1.4
COCc1cc(=O)n2c(-c3ccc(C)cc3)n[nH]c2n1 | -0.1 | -9.8 | nt | nt | -3.0 | -5.2 | nt | -51.7 | 20.2
COC(=O)c1cccc(Nc2nc3ccccc3nc2C)c1 | -8.6 | -4.5 | -0.5 | nt | 11.3 | -10.8 | -11.4 | -35.5 | -13.0
CC(CCc1ccccc1)NC(=O)CCCCCNc1nc(=S)[nH]c2ccccc12 (stereo unspecified) | 10.6 | -0.4 | 0.6 | 0.406 | 6.9 | -7.1 | -11.0 | 5.8 | 3.5
Nc1nc(N2CCCCC2)c(C=O)c(N2CCCCC2)n1 | 17.1 | 10.1 | 0.3 | 0.0546 | 5.2 | -1.2 | -23.2 | -12.2 | 9.4
O=C(O)c1cccnc1NC1CCCC1 | 3.8 | -9.2 | 0.8 | 0.748 | -3.1 | -5.1 | -21.5[20 µM] | 19.3 | -14.1
CCOc1cc(/C=C/c2cc(C(F)(F)F)[nH]c(=O)n2)ccc1O | -4.1 | 10.6 | 0.8 | -2.14 | 11.7 | -5.5 | -7.9 | -51.3 | 5.2
COc1cccc(-n2nnc(S(=O)(=O)c3ccc(C)cc3)c2N)c1 | -4.5 | -10.0 | 0.2 | -0.41 | -7.1 | -4.3 | -25.9 | -17.3 | -26.6
O=C(N/N=C/c1ccc(N2CCCC2)c([N+](=O)[O-])c1)c1cccnc1 | nt | 3.6 | 1.4 | 0.694 | 7.8 | -0.8 | 1.6 | 35.4 | nt
Cc1c(O)c(CN2CCCC2)cc2c3c(c(=O)oc12)CCC3 | -7.0 | -68.4 | 0.2 | 1.52 | -118.7 | 1.9 | -47.0 | i | -111.9
CCC(=O)Nc1cccc(NC(=S)NC(=O)c2cccs2)c1 | 0.8 | -3.5 | 0.0 | 1.51 | -4.1 | -17.9 | 12.2 | 29.9 | -16.5

(continued)
mol | Rad51 HR inh | FXIa inh | PERK inh | Cl transport mod | FXIIa inh 1536 | Thrombin inh | Furin inh | m-calpain inh | KLK5 inh
Nc1nnc(-c2ccc(Cl)cc2)o1 | 17.6 | 0.4 | 1.5 | 0.695 | 6.6 | -4.7 | -18.1 | -5.5 | 2.1
O=C(COC(=O)CCC(=O)c1cccs1)Nc1cc(S(=O)(=O)N2CCOCC2)ccc1Cl | -7.5 | -2.3 | 0.2 | -1.52 | 7.5 | 24.8 | -19.3[20 µM] | -20.2 | -4.1
CCC(C)(C)NC(=O)Cc1ccc(OC)c(OC)c1 | 0.9 | 2.2 | 0.0 | nt | 13.1 | 3.4 | -12.8[20 µM] | 1.3 | -1.7
O=C(COC(=O)c1ccccc1)NCC1CCCO1 (stereo unspecified) | -4.9 | -5.9 | 1.0 | nt | -13.9 | 0.3 | -22.7 | 14.6 | 3.3
CCc1nnc(NS(=O)(=O)c2ccc(NC(=O)c3cccc(Cl)c3)cc2)s1 | 1.1 | -2.6 | 0.4 | 0.358 | 8.5 | -4.2 | -19.1 | -23.0 | -0.9
CCn1cc(C(=O)N2CCc3ccccc32)c(=O)c2cc(S(=O)(=O)N3CCCC3)ccc21 | nt | 3.9 | 0.0 | -0.698 | 11.9 | -3.6 | -14.9 | 0.3 | -6.3
COC(=O)C(NNc1ccccc1)(NC(=O)c1ccccc1F)C(F)(F)F (stereo unspecified) | 1.6 | -1.1 | 0.6 | 0.966 | 4.8 | -0.7 | -6.2[20 µM] | -13.5 | -3.9
O=C(NNC(=O)C1COc2ccccc2O1)c1ccccc1 (stereo unspecified) | -3.1 | -8.1 | -0.8 | nt | 7.4 | -2.6 | -0.2[20 µM] | 13.9 | -6.8
O=c1[nH]ncc(NCCc2ccccc2)c1Cl | -1.8 | -1.9 | 1.2 | -0.128 | 6.1 | -8.1 | -21.1 | -29.2 | 2.2
CCCc1oc(C(=O)O)cc1CN1CCOCC1 | -1.0 | -6.9 | 0.9 | -0.18 | 13.7 | 6.6 | -14.1[20 µM] | -6.8 | -5.0
C=CCn1c(CNC(=O)c2ccccc2C)nnc1SCC(=O)NC1CCCC1 | 4.0 | -6.3 | 0.4 | 0.438 | 6.0 | -3.3 | -8.8[20 µM] | 6.8 | -4.9
CCN(CC)CCNc1nc(-n2nc(C)cc2C)nc2sc3c(c12)CC(C)(C)OC3 | -4.8 | 4.3 | -2.7 | 0.945 | 6.1 | 5.8 | -0.4 | 10.4 | 9.5
CC(=O)C1=C(C)NC(=O)NC1c1cccs1 (stereo unspecified) | nt | -5.5 | 2.8 | 0.0844 | 11.7 | -6.2 | -16.2[20 µM] | -5.6 | -11.2
CN(CC(=O)Nc1ccccc1N1CCOCC1)S(=O)(=O)c1ccc(F)cc1 | 4.2 | -4.8 | -0.3 | -0.479 | 9.5 | 0.7 | -16.0[20 µM] | 13.4 | 16.3
COCCCNC(=O)c1cc2c(-c3ccc(Cl)cc3)nn(C)c2s1 | 3.7 | 1.1 | -1.1 | nt | 9.3 | -1.3 | -22.2 | -87.2 | 2.3

Reformatted with values under each structure: 4 of the compounds above.
The line under a structure holds: Rad51 HR inh, FXIa inh, PERK inh, Cl transport mod, FXIIa inh 1536, Thrombin inh, Furin inh, m-calpain inh, KLK5 inh
> O=C(COC(=O)c1ccccc1)NCC1CCCO1 (stereo unspecified)
 : -4.9, -5.9, 1.0, nt, -13.9, 0.3, -22.7, 14.6, 3.3
> CCc1nnc(NS(=O)(=O)c2ccc(NC(=O)c3cccc(Cl)c3)cc2)s1
 : 1.1, -2.6, 0.4, 0.358, 8.5, -4.2, -19.1, -23.0, -0.9
> CCn1cc(C(=O)N2CCc3ccccc32)c(=O)c2cc(S(=O)(=O)N3CCCC3)ccc21
 : nt, 3.9, 0.0, -0.698, 11.9, -3.6, -14.9, 0.3, -6.3
> COC(=O)C(NNc1ccccc1)(NC(=O)c1ccccc1F)C(F)(F)F (stereo unspecified)
 : 1.6, -1.1, 0.6, 0.966, 4.8, -0.7, -6.2[20 µM], -13.5, -3.9
